Screens (PubChem BioAssay)
TEAD-YAP block: TEAD-YAP interaction inhibition, primary screen, TEAD-YAP interaction inhibitor project, luminescence, HEK-TIYL cells; TEAD-Gal4/YAP UAS-luciferase luminescence; 640,000 compounds, 1.4% hits; inhibition, % at 9.12 µM; in the data active = inhibition above about 32%;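 also: 0% = median of test compound wells and 100% = reference inhibitor wells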
GPR151 ag: activators of human GPR151, primary screen, cell-based, PathHunter beta-arrestin, luminescence. G-protein coupled receptor 151 (Homo sapiens), Q8TDV0. PathHunter beta-arrestin GPR151 cells. activation, % at 11.2 µM. 650,000 compounds, 1% hits; in the data active = activation above about 4.9%;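 also: 0% = median of compound wells and 100% = cells with positive control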
Target sequence (Q8TDV0 whole entry, looked up): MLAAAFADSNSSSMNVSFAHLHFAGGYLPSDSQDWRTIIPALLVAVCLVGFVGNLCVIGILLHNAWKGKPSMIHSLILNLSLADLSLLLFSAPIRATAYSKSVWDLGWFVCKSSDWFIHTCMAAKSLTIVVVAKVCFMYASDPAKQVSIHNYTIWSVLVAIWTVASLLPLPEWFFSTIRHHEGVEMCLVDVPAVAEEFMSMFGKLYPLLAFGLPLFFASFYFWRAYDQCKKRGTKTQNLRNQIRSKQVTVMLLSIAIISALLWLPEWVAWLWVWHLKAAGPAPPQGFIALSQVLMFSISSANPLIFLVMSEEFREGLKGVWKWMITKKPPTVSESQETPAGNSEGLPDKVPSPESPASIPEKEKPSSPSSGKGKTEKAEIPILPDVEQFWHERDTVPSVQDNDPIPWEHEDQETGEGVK
MITF primary: MITF inhibitors, primary screen, biochemical, AlphaScreen, human; AlphaScreen MITF homodimerization, bead proximity signal; 650,000 compounds, 0.91% hits; AID 1259374, 2018; Microphthalmia-associated transcription factor (Homo sapiens), O75030; inhibition, % at 2.6 µM; in the data active = inhibition above about 50%;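 also: 0% = vehicle wells with protein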
Target sequence (O75030 whole entry, looked up): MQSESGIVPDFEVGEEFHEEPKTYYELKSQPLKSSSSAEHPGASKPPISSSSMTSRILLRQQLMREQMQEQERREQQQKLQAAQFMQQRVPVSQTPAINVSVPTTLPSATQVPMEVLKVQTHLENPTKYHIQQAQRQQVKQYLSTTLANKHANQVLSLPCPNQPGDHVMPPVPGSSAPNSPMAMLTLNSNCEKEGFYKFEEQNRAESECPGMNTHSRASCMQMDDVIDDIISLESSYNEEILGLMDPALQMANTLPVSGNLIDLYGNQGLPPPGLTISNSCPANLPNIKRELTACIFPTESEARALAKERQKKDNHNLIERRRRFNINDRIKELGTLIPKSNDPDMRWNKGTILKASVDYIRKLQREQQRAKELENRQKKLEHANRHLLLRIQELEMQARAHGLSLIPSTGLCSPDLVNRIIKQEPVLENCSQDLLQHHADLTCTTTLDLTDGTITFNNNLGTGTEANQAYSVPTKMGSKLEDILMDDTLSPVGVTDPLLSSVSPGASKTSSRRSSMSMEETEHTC
FBW7 activator: FBW7 E3 ligase activators, primary screen, biochemical, AlphaScreen, human. AlphaScreen FBW7–phospho-cyclin E peptide binding, activator screen. F-box/WD repeat-containing protein 7 (Homo sapiens), Q969H0. 650,000 compounds, 0.13% hits. normalized activity (activation), % at 26.1 µM. AID 1259310, 2017; in the data active = normalized activity above about 1.9%;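 also: purified mutant Fbw7 with reduced substrate affinity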
Starred values were filed as active, the others as inactive.

Values run as follows: TEAD-YAP block, GPR151 ag, MITF primary, FBW7 activator
O=C(Nc1ccc2oc(-c3cccc(F)c3)nc2c1)c1ccc(-c2ccccc2[N+](=O)[O-])o1
  -51, 0.2, -4, -0.2
CC(=O)c1nn(-c2ccc([N+](=O)[O-])cc2)cc1C(=O)c1cccs1
  -1, -0.6, 13, 0.1
COc1ccc(C)cc1NC(=O)C(=O)NNC(=O)COc1ccc(Cl)cc1
  -5, 1.3, 0, 0.1
COc1cccc(C2/C(=C(/O)c3ccc(F)cc3)C(=O)C(=O)N2CCCCCC(=O)O)c1 (stereo unspecified)
  10, 0.8, 10, -0.1
COc1cccc(OC)c1OCCOCCNCCO
  -1, 0.5, -18, -0.1
Cn1ccnc1C(=O)c1ccccc1Cl
  2, -1.3, 4, 0.2
CCN1CCN(c2nc3c(c(=O)[nH]c(=O)n3C)n2CCCc2ccccc2)CC1
  -9, 0.9, -11, -0.2
CCOC(=O)CSc1nc2cc(C(=O)NCc3ccccc3Cl)ccc2c(=O)n1Cc1ccccc1
  -2, 1.1, 6, 0.0
Cc1nnc(SCC(=O)Nc2cccc(Cl)c2)s1
  3, -0.6, 5, -0.2
Cc1sc(NC(=O)CN(C(=O)c2ccccc2F)C2CCCC2)c(C(N)=O)c1C
  22, 0.3, -3, 0.0
COCCOC(=O)C1=C(C)N=C2SCCC(=O)N2C1c1ccc(Br)cc1 (stereo unspecified)
  -9, 0.4, 1, -0.1
O=C(NCc1cccc(C(F)(F)F)c1)C1CCN(c2ccc(Cl)nn2)CC1
  -19, 2.0, 4, 0.3
COc1ccc(C2CCN(CC(=O)Nc3nccs3)CC2)cc1
  -4, 1.4, 11, 0.1
CCOC(=O)c1sc(=S)n(-c2ccccc2)c1N(C(C)=O)C(C)=O
  5, 0.0, -6, -0.1
Cc1nc2ccccn2c1C(=O)N1CCN(S(C)(=O)=O)CC1
  7, 0.2, 1, 0.1
O=C(Nc1c2c(nn1-c1cccc(Cl)c1)CS(=O)C2)c1ccc(Br)cc1 (stereo unspecified)
  6, -0.6, 3, 0.1
CCOC(=O)c1ccccc1NC(=O)CC1Sc2ccc(C(F)(F)F)cc2NC1=O (stereo unspecified)
  2, -2.4, 5, -0.1
COc1ccc(CC(=O)OCC(=O)c2ccc(Br)s2)cc1
  6, -1.4, 6, 0.1
C=Cn1c(C(=O)O)ccc1-c1ccc(C)cc1
  3, -1.4, 5, 0.7
Cc1nn(CCCC(=O)N2CCC(C(N)=O)CC2)c(=O)c2c1sc1ccccc12
  0, 0.4, 10, -0.2
O=C(COc1ccc([N+](=O)[O-])cc1)Nc1ccc(O)c(-c2nc3ccccc3o2)c1
  11, -0.7, 3, -0.1
COc1cc(C(=O)Nc2ccc(S(=O)(=O)NC(C)(C)C)cc2)c([N+](=O)[O-])cc1OC
  16, -0.7, 0, 0.1
CC(C)CC(c1nnnn1CC1CCCO1)N1CCN(c2ccccc2F)CC1 (stereo unspecified)
  16, 0.8, 2, 0.0
Cc1cccc(Cn2c(N3CCCC3)nc3c2c(=O)n(C)c(=O)n3C)c1
  2, -0.4, 7, -0.1
CC(C)(C)CN1CCC(Oc2cccc(C(=O)NCCN3CCCC(O)C3)c2)CC1 (stereo unspecified)
  -3, -1.9, 6, -0.1
O=C1CC2(CCN(C(=O)c3cc([N+](=O)[O-])ccc3Cl)CC2)Oc2ccccc21
  -3, 0.1, 19, -0.1
Cc1ccccc1NC(=O)c1ccc(F)c(S(=O)(=O)NCC2CCCO2)c1 (stereo unspecified)
  -9, 0.3, -5, -0.1
COc1ccc(NC(=O)c2c(NCc3ccc(OC)c(OC)c3OC)sc3c2CCCCC3)cc1
  -9, 0.6, 1, 0.0
CCC(C)N1C(=O)C2C(C(=O)Nc3cc(C)cc(C)c3)C3C=CC2(O3)C1C(=O)NC1CCCCC1 (stereo unspecified)
  2, -1.1, -10, 0.0
Cc1cccnc1NC(=O)/C=C/c1ccc2c(c1)OCO2
  -50, -1.1, -2, -0.2
Cc1cc(C)c(S(=O)(=O)N2CCCC2)cc1C
  3, -0.5, 15, 0.1
O=C(Cc1cccs1)Nc1ccc(NC(=O)c2cccs2)cc1
  -35, 0.6, -4, -0.1
COc1ccccc1C1C(C(=O)OC2CCCCC2)=C(C)NC2=C1C(=O)CCC2 (stereo unspecified)
  -7, 0.9, -3, -0.3
COc1ccc(C)cc1S(=O)(=O)N1CCC(C(=O)NC2CCCC2)CC1
  4, 1.3, 17, 0.3
CCC(Sc1nnc(C)c(=O)[nH]1)C(=O)Nc1ccccc1C#N (stereo unspecified)
  8, -0.2, 1, -0.1
CC12C=CC(O1)C1C(=O)N(c3cccc(Br)c3)C(=O)C12 (stereo unspecified)
  -8, -0.1, 3, 0.0
Cn1ncc(N=Cc2ccccc2O)c1C(=O)Nc1cccc(Cl)c1
  -3, 0.7, -3, 0.1
O=C1CCC(CCNCc2ccccn2)N1Cc1ccc(C(F)(F)F)cc1 (stereo unspecified)
  -3, -1.4, 9, -0.6
Cc1cc(NC(=O)CCN2CCC(C)CC2)ccc1Br
  -2, 3.9, 5, 0.1
COc1cc(Nc2nc(-c3c(C)noc3C)nc3c2ncn3-c2ccsc2)cc(OC)c1OC
  -4, -2.1, -4, -0.1
COc1ccc(C2(CNS(=O)(=O)c3ccc(OC)c(Cl)c3)CCOCC2)cc1
  -16, 3.9, 3, 0.4
Cc1nn(CCCC(=O)NCc2ccccc2)c(C)c1[N+](=O)[O-]
  4, 1.1, -3, -0.1
CC(=O)Nc1sc2c(c1C(c1ccccn1)N1CCCC1)CCCC2 (stereo unspecified)
  5, -0.1, 0, -0.2
Cc1cc(C)n(-c2nnc(SCC(=O)N3CCCC3)c3ccccc23)n1
  9, -0.6, 23, 0.0
Cc1ccc(-c2nc3n(n2)C(=O)CC(c2ccc(Cl)cc2)S3)cc1 (stereo unspecified)
  1, 0.9, -6, 0.0
CCOc1ccc(NC(=O)CSc2nnc(-c3ccccc3F)o2)cc1OCC
  -2, -1.2, -8, 0.2
O=C(/C=C/c1cccc([N+](=O)[O-])c1)N1CCN(c2ccccc2)CC1
  -3, -1.3, 2, 0.0
COc1ccccc1CN1CCN(CCOCCO)CC1
  1, 1.4, -4, -0.1
O=c1cnn2c(=O)/c(=C/c3cccc([N+](=O)[O-])c3)sc2n1
  -7, -1.5, 3, 0.2
OCCC1CN(Cc2ccoc2)CCN1CCCc1ccccc1 (stereo unspecified)
  -3, -1.6, -6, 0.0
CCOC(=O)c1sc(-c2ccccc2)cc1NC(=O)c1cccc(N2C(=O)CCC2=O)c1
  -1, -1.0, -3, 0.0
Cc1ccc2nc(-c3ccccc3)cn2c1
  98*, -10, -3, 0.7
COCCN(C(=O)Nc1cccc(F)c1)C1CCN(CCc2ccc(Cl)cc2)CC1
  3, -0.1, -12, 0.1
CCOC(=O)C1C(=O)NC(SCC(=O)Nc2ccc(Br)cc2)=C(C#N)C1c1ccccc1[N+](=O)[O-] (stereo unspecified)
  12, 0.5, 13, 0.1
COc1cc(SC)ccc1C(=O)Oc1ccc(C(C)=O)cc1
  -4, -1.2, 0, 0.0
COc1ccc(C2=NNc3nc4c(c(=O)n(C)c(=O)n4C)n3C2)cc1OC
  -14, 2.0, -12, 0.1
COc1cc(C(=O)Nc2nc3ccc4nc(SC)sc4c3s2)cc(OC)c1OC
  9, 2.3, -9, 0.1
O=c1oc2c(CN3CCCCC3)c(O)ccc2cc1-c1nc2ccccc2[nH]1
  -2, -0.8, 0, -0.1
Cc1cc(=O)[nH]c(SCC(=O)Nc2ccc(I)cc2)n1
  0, -0.4, -6, -0.2
CCc1ccc2c(c1)=C(c1sc(Nc3ccc(F)cc3)nc1O)C(=O)N=2
  -2, 0.3, -10, 0.2

Other results
Values run as follows: TEAD-YAP block, GPR151 ag, MITF primary, FBW7 activator
Cc1c(NC(=S)NC(=O)c2ccco2)c(=O)n(-c2ccccc2)n1C
  -1, -0.9, -4, -0.2
CC12CCC(C(=O)NNC(=O)c3ccccc3)(OC1=O)C2(C)C (stereo unspecified)
  -16, 0.1, 39, 0.0
CCOc1ccc(CNC(=O)CCS(=O)(=O)Cc2ccccc2C)cc1OC
  -3, -0.4, -2, 0.0
COc1ccc(C2=CC(=O)N(c3ccccc3)C(c3ccccc3)O2)cc1 (stereo unspecified)
  -5, -0.7, -1, 0.6
O=C(NNC(=O)c1ccccc1I)Nc1ccc(Cl)cc1
  5, 2.6, 1, -0.1
COc1ccc2occ(C(O)c3ccccc3)c2c1 (stereo unspecified)
  6, -0.2, -7, -0.1
CN(C(=O)Cc1c(C(=O)O)n(C)c2ccccc12)c1cccc(C(F)(F)F)c1
  9, 1.8, -3, -0.2
O=C1CCCC2=C1C(c1cccc(F)c1)NC(=S)N2 (stereo unspecified)
  -3, -0.2, -2, -0.1
O=c1c2ccccc2nc(SCc2cccc(Cl)c2)n1Cc1cccs1
  -16, -0.9, 14, -0.1
COc1cccc(NC(=O)CCC2CCN(C(=O)c3ccc4[nH]ccc4c3)CC2)c1
  11, -1.2, 4, 0.1
Cc1cc(C)n2c(SCc3nc4ccccc4nc3C)nnc2n1
  -13, -0.1, -6, 0.0
COc1ccccc1C(=O)N1CCN2C(=O)[C@H](C(C)C)NC(=O)[C@H]2C1
  -4, 0.3, 5, 0.0
Cc1cnc(N2CCC(N3CCOCC3)CC2)nc1NCc1cccnc1
  2, 0.1, -2, 0.1
NC(=S)N/N=C/C(Cl)=C(\Cl)C(=O)O
  5, -0.6, -5, -0.4
CSc1ccc(C2N(Cc3ccccc3)CCN2Cc2ccccc2)cc1
  4, 1.1, 3, 0.1
CC(C)CC(=O)Nc1ccc([N+](=O)[O-])cc1
  4, -0.7, 2, 0.1
CCCCN(CC)C(=O)c1n[nH]c(=O)c2ccccc12
  -9, 0.4, -9, -0.1
COc1ccc(NC(=O)CSc2nnc3c(n2)[nH]c2ccc(OC)cc23)c(OC)c1
  -1, -0.2, -8, 0.1
Cc1ccc(NC(=O)c2cccnc2)cc1C
  -54, -3.1, -14, -0.1
COc1cc2ccccc2cc1C(=O)Nc1nc2ccc3ccccc3c2s1
  5, -1.1, 3, 0.0

Looked up by compound from the list above, three records:
Values run as follows: TEAD-YAP block, GPR151 ag, MITF primary, FBW7 activator
COc1ccc2occ(C(O)c3ccccc3)c2c1 (stereo unspecified)
  6, -0.2, -7, -0.1
CC12CCC(C(=O)NNC(=O)c3ccccc3)(OC1=O)C2(C)C (stereo unspecified)
  -16, 0.1, 39, 0.0
COc1ccc(NC(=O)CSc2nnc3c(n2)[nH]c2ccc(OC)cc23)c(OC)c1
  -1, -0.2, -8, 0.1

(more compounds)
Values run as follows: TEAD-YAP block, GPR151 ag, MITF primary, FBW7 activator
COc1ccc(N2C(=O)C3C4CCC(C4)C3C2=O)cc1 (stereo unspecified)
  -1, 0.4, 8, 0.0
CCOC(=O)c1ccc(NS(=O)(=O)c2cc(OC)c(C)cc2C)cc1
  0, -1.2, -8, 0.2
Cc1ccc(C(C)(C)C)c(OCCN2CCNCC2)c1
  -3, 0.9, 47, 0.0
CC(C)(C)c1cc(N)c(O)c(C(C)(C)C)c1
  4, -0.4, -6, 0.1
CCOC(=O)c1sc(NC(=O)CSc2nnc(CNC(=O)c3ccc(C(C)(C)C)cc3)n2C)c(C(=O)OCC)c1C
  -11, -1.4, -113, 0.3
C#CCN1C(=O)C(O)(CC(=O)c2ccc(C(C)C)cc2)c2ccccc21 (stereo unspecified)
  4, -0.8, 16, 1.1
COc1ccc(-n2nc(C(=O)NCC(=O)N3CCN(c4ccc(F)cc4)CC3)c3ccccc3c2=O)c(OC)c1
  -5, 1.1, 9, -0.1
O=C(O)c1ccc(C2SCC(=O)N2CCc2ccccc2)cc1 (stereo unspecified)
  9, 0.8, 8, -0.1
Cn1c(-c2ccccc2)c[n+]2c1-c1ccccc1C2
  12, -0.3, 7, 0.1
CC(C)(C)c1ccc(/C=C/C(=O)N2CCN(c3ncccn3)CC2)cc1
  7, -0.2, 13, 0.4
COc1cc(OC)cc(C(=O)Nc2cc(C)ccn2)c1
  -50, -8.7, -8, 0.2
O=C(Nc1ccc([N+](=O)[O-])cc1)C(C(F)(F)F)C(F)(F)F
  -2, -1.0, -7, 0.1

Shown field by field: part of the list above.
CC(=O)c1nn(-c2ccc([N+](=O)[O-])cc2)cc1C(=O)c1cccs1
  TEAD-YAP block: -1
  GPR151 ag: -0.6
  MITF primary: 13
  FBW7 activator: 0.1
COc1ccc(C)cc1NC(=O)C(=O)NNC(=O)COc1ccc(Cl)cc1
  TEAD-YAP block: -5
  GPR151 ag: 1.3
  MITF primary: 0
  FBW7 activator: 0.1
COc1cccc(C2/C(=C(/O)c3ccc(F)cc3)C(=O)C(=O)N2CCCCCC(=O)O)c1 (stereo unspecified)
  TEAD-YAP block: 10
  GPR151 ag: 0.8
  MITF primary: 10
  FBW7 activator: -0.1
